ABCB6 inh 2: blocks the human ABCB6 transporter; AID 602162; 360,000 compounds, 0.19% hits; fluorescence ratio to DMSO, % at 10 µM; K562-ABCB6 porphyrin accumulation, flow cytometry, 1 h; stronger effect = lower value; Q9NP58;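 active means fluorescence ratio to DMSO below 75%, the collection mean minus 3 SD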;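 further: signal is porphyrin accumulated inside mitochondria; 100% equals median channel fluorescence of DMSO control wells; lower ratio means ABCB6 inhibition with less porphyrin fluorescence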
Vif imaging: inhibitors of HIV Vif. 340,000 compounds, 0.35% hits. HEK293T cells, Vif self-association by quenched fluorescence, imaging, 24 h. AID 602346. inhibition, % at 7.49 µM; in the data active means inhibition above about 50%, passing the limit was not always enough; further: some results filed as inactive read as strong as hits
MC4R antag cAMP: antagonists of human melanocortin 4 receptor (MC4R). P32245. MC4R-expressing cells, MTII-stimulated cAMP, LANCE TR-FRET. 360,000 compounds, 0.48% hits. AID 540295. inhibition, % at 6.5 µM;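 active means inhibition above its plate's cutoff, the mean of tested wells on that plate plus 3 SD, cut at about 29% in these data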;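 further: 0% = Melanotan II alone and 100% = Melanotan II plus saturating MCL0020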
Target sequence (P32245 whole entry, looked up): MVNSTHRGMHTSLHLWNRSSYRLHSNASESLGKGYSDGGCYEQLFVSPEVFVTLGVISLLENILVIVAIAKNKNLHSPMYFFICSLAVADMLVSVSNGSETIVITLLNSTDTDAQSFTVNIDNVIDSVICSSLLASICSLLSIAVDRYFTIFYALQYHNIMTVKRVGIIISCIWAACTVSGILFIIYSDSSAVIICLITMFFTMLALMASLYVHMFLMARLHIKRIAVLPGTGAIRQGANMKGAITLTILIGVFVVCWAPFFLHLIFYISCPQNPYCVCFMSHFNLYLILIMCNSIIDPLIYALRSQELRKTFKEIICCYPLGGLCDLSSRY
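Material: human MC4R-expressing U2OS cells. Probe or stimulus: Melanotan II challenge. Dosing: 6.5 µM single dose. Times: 30-min compound, 1-h challenge, 1-h detection, room temperature. Technique: TR-FRET with Eu-cAMP and labeled anti-cAMP, 671 nm. Replication: singlicate.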
CaV13 ICDI inh: Disruptors of the CACNA1D IQ motif to Ca2+-dependent inactivation inhibitor domain association, primary screening, Förster resonance energy transfer in intact living …; HEK cells, CFP/YFP FRET ICDI-IQ, plate reader, 10 min; percent FRET-ratio fall versus neutral wells; inhibition, % at 12.3 µM; 340,000 compounds, 0.098% hits; AID 743397;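 active means mean replicate inhibition of at least 30% and at least 1% of replicates passing that level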;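 further: 0% = median of the neutral control wells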
MC4R barr agon: activates human MC4R beta-arrestin recruitment | P32245 | U2OS MC4R beta-arrestin complementation, luminescence; percent of melanotan II response, DMSO zero | activation, % at 8.9 µM | 360,000 compounds, 0.98% hits;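 active means activation above a per-plate cutoff, the mean activation of sample wells on that plate plus 3 SD, cut at about 8% in these data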
aDG glyco up: increases alpha dystroglycan glycosylation; Pro5-aDG cells, alpha-DG glycosylation AlphaScreen (IIH6); 0% Pro5, 100% B10-LARGE cell signal; activation, % at 10 µM; 360,000 compounds, 0.22% hits;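 active means activation of at least 8% versus controls, or a plate z-score of at least 8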;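 further: Pro5 are CHO cells carrying HIG-tagged alpha-DG that lacks glycosylation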
m5-HT2A agonist: activates the mouse 5-HT2A serotonin receptor | AID 624169 | P35363 | CHO-K1 mHTR2A beta-arrestin complementation, luminescence; percent of 30 µM serotonin response | activation, % at 7.6 µM | 360,000 compounds, 0.66% hits;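 active means activation above a run cutoff, the mean activation of all tested compounds plus 3 SD, cut at about 14% in these data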;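 further: 0% = plate median of compound wells and 100% = 30 µM serotonin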
PDI turbidity: inhibitors of human protein disulfide isomerase. inhibition, % at 10 µM. P07237. 350,000 compounds, 0.052% hits. PDI insulin aggregation turbidity, A650, 90 min;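 active means mean inhibition across replicates of 30% or more, whatever share of single replicates reach that level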;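 further: absorbance from insulin aggregation driven by PDI reduction with DTT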
Target sequence (P07237 whole entry, looked up): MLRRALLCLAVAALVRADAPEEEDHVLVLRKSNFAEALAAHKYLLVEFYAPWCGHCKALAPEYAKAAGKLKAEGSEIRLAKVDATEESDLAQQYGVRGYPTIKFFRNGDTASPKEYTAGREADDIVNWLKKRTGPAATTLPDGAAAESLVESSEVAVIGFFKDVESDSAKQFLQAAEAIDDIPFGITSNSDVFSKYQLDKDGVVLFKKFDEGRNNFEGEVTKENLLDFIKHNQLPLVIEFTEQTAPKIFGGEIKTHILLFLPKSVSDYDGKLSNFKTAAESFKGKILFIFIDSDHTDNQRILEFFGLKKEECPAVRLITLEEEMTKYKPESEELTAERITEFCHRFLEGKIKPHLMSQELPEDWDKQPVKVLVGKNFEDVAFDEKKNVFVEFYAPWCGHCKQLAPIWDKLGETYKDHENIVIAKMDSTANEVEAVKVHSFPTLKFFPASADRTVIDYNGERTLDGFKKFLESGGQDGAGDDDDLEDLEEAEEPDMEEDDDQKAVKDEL
N-glyco inh: blocks N-linked glycosylation in D54 reporter cells; D54 ERlucT glycosylation luciferase reporter, 24 h; percent of 100 nM tunicamycin response; reporter increase, % at 12.5 µM; 360,000 compounds, 0.23% hits;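 active means mean luciferase reporter signal, scaled so untreated is 0 and the glycosylation-blocking control 100, at or above a set limit in every replicate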;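 further: luciferase carries N-glycosylation sites so blocking glycosylation raises the light; 0% = median of neutral control wells and 100% = median of 100 nM tunicamycin wells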
Cardio protect: modulators protecting cardiomyocytes from myocardial damage. H9c2 cardiomyocytes, H2O2 injury protection, ATPLite, 2 h. protection from H2O2 cell death, % at 20 µM. 360,000 compounds, 0.63% hits;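 active means compounds giving at least 50% protection of heart cells from peroxide-induced death in the single-dose screen, raw or plate-pattern-corrected value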;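 further: 0% = DMSO wells with peroxide and 100% = DMSO wells without peroxide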
* marks the source's active call; other numbers are inactive results.

Results for C#Cc1ccc([C@@H]2C=C(C(=O)O)O[C@H](OCC)[C@H]2CCCO)cc1 ?
ABCB6 inh 2: 96; Vif imaging: 10; MC4R antag cAMP: 5; CaV13 ICDI inh: -4; MC4R barr agon: 0.4; aDG glyco up: -0.2; m5-HT2A agonist: 5; PDI turbidity: 0; N-glyco inh: -1; Cardio protect: 4

What do the screens show for `CN1CCN(CC(O)COC(c2ccccc2)c2ccccc2)CC1` (configuration not stated)?
ABCB6 inh 2: 101; Vif imaging: 0; MC4R antag cAMP: -1; CaV13 ICDI inh: -4; MC4R barr agon: -0.7; aDG glyco up: 0.3; m5-HT2A agonist: -3; PDI turbidity: -10; N-glyco inh: -1; Cardio protect: 0

Results for C[C@H]1CN([C@@H](C)CO)C(=O)Cc2cc(NS(C)(=O)=O)ccc2O[C@@H]1CN(C)Cc1ccc(Cl)c(Cl)c1 ?
ABCB6 inh 2: 89; Vif imaging: -21; MC4R antag cAMP: 3; CaV13 ICDI inh: -5; MC4R barr agon: 0.3; aDG glyco up: -0.1; m5-HT2A agonist: 9; PDI turbidity: 16; N-glyco inh: -1; Cardio protect: 1

How did CCN1CCN(S(=O)(=O)c2cc3c(cc2Cl)NC(=O)CO3)CC1 do in these assays?
ABCB6 inh 2: 100; MC4R antag cAMP: 0; CaV13 ICDI inh: -6; MC4R barr agon: 0.2; aDG glyco up: -0.2; m5-HT2A agonist: -6; N-glyco inh: -1; Cardio protect: 7

What do the screens show for `CSc1oc(-c2ccco2)nc1S(=O)(=O)c1ccc(C)cc1`?
ABCB6 inh 2: 171; Vif imaging: -15; MC4R antag cAMP: -5; CaV13 ICDI inh: -2; MC4R barr agon: -0.2; aDG glyco up: 0.0; m5-HT2A agonist: 2; PDI turbidity: -3; N-glyco inh: 0; Cardio protect: -2

What do the screens show for `CC(C)Cn1c(-c2ccccc2)nc2ccccc2c1=O`?
ABCB6 inh 2: 89; Vif imaging: -20; MC4R antag cAMP: 2; CaV13 ICDI inh: -4; MC4R barr agon: -2.3; aDG glyco up: -0.3; m5-HT2A agonist: 1; PDI turbidity: 14; N-glyco inh: -2; Cardio protect: 10

What do the screens show for `Cc1noc(C)c1CSCC(=O)N(C)CC(=O)Nc1ccccc1Br`?
ABCB6 inh 2: 98; MC4R antag cAMP: 8; CaV13 ICDI inh: -6; MC4R barr agon: -1.6; aDG glyco up: 0.0; m5-HT2A agonist: -3; PDI turbidity: 1; N-glyco inh: 0; Cardio protect: 0

What do the screens show for `CC(=O)N1CCN(c2ccccc2NC(=O)c2ccc(-c3cccc([N+](=O)[O-])c3)o2)CC1`?
ABCB6 inh 2: 96; Vif imaging: -6; MC4R antag cAMP: 2; CaV13 ICDI inh: -4; MC4R barr agon: -0.2; aDG glyco up: -0.3; m5-HT2A agonist: -1; PDI turbidity: 0; N-glyco inh: 9; Cardio protect: 79*

What do the screens show for `CC(=O)Oc1ccc2occ(C(=O)c3ccccc3)c2c1`?
ABCB6 inh 2: 95; Vif imaging: -3; MC4R antag cAMP: -3; CaV13 ICDI inh: -5; MC4R barr agon: -1.1; aDG glyco up: 0.0; m5-HT2A agonist: -4; PDI turbidity: 1; N-glyco inh: -4; Cardio protect: -2

Results for O=C1c2ccccc2C(Nc2ccccc2)N1c1cccnc1 (configuration not stated) ?
ABCB6 inh 2: 86; Vif imaging: 1; MC4R antag cAMP: 4; CaV13 ICDI inh: -3; MC4R barr agon: -1.1; aDG glyco up: 0.0; m5-HT2A agonist: 1; N-glyco inh: 0; Cardio protect: 4

How did CCN(CC)CCOc1ccc2nc(N(C)C)sc2c1 do in these assays?
ABCB6 inh 2: 91; Vif imaging: -2; MC4R antag cAMP: 2; CaV13 ICDI inh: -4; MC4R barr agon: 1.7; aDG glyco up: -0.1; m5-HT2A agonist: 3; PDI turbidity: -5; N-glyco inh: 1; Cardio protect: 11

What do the screens show for `CC(Sc1ccc(Cl)cc1)C(=O)Nc1ccc2c(c1)OCO2` (configuration not stated)?
ABCB6 inh 2: 146; Vif imaging: 3; MC4R antag cAMP: 2; CaV13 ICDI inh: -5; MC4R barr agon: -0.8; aDG glyco up: 0.1; m5-HT2A agonist: -4; PDI turbidity: 0; N-glyco inh: 1; Cardio protect: 5

What do the screens show for `CN(Cc1nc2ccccc2c(=O)[nH]1)C(=O)c1cccc(S(=O)(=O)N2CCc3ccccc32)c1`?
ABCB6 inh 2: 96; Vif imaging: -3; MC4R antag cAMP: 6; CaV13 ICDI inh: -2; MC4R barr agon: -2.4; aDG glyco up: 0.0; m5-HT2A agonist: -1; PDI turbidity: -1; N-glyco inh: -4; Cardio protect: 5

Results for CCS(=O)(=O)N1CCN(C(C)CCc2ccccc2)CC1 (configuration not stated) ?
ABCB6 inh 2: 98; Vif imaging: -2; MC4R antag cAMP: 1; CaV13 ICDI inh: -5; MC4R barr agon: 0.0; aDG glyco up: 0.0; m5-HT2A agonist: 0; PDI turbidity: -3; N-glyco inh: -2; Cardio protect: -6

What do the screens show for `CN(C)S(=O)(=O)c1cccc(NC(=S)NC(=O)C2CCCCC2)c1`?
ABCB6 inh 2: 99; Vif imaging: -13; MC4R antag cAMP: 5; CaV13 ICDI inh: -5; MC4R barr agon: -2.8; aDG glyco up: -0.1; m5-HT2A agonist: -2; PDI turbidity: 0; N-glyco inh: -2; Cardio protect: -8

Results for COc1ccccc1NS(=O)(=O)c1cccc(C(=O)N/N=C(\C)c2ccncc2)c1 ?
ABCB6 inh 2: 97; Vif imaging: 7; MC4R antag cAMP: 8; CaV13 ICDI inh: -3; MC4R barr agon: -1.2; aDG glyco up: 0.2; m5-HT2A agonist: 8; PDI turbidity: -1; N-glyco inh: 0; Cardio protect: 14

How did O=C(NCc1ccccc1F)C12CC3CC(CC(C3)C1)C2 do in these assays?
ABCB6 inh 2: 95; Vif imaging: -5; MC4R antag cAMP: 10; CaV13 ICDI inh: -5; MC4R barr agon: 1.1; aDG glyco up: 0.2; m5-HT2A agonist: 1; PDI turbidity: 11; N-glyco inh: -2; Cardio protect: 2

How did CCCCC(=O)N(C)c1c(C)nc2ccc(C(=O)N(CC)CCN(C)C)cn12 do in these assays?
ABCB6 inh 2: 113; Vif imaging: 3; MC4R antag cAMP: 6; CaV13 ICDI inh: -4; MC4R barr agon: -0.9; aDG glyco up: 0.0; m5-HT2A agonist: 2; PDI turbidity: -6; N-glyco inh: 0; Cardio protect: 7

What do the screens show for `COc1ccc(/C=C/c2nc(N)nc(-c3ccccc3O)n2)cc1`?
ABCB6 inh 2: 98; Vif imaging: -14; MC4R antag cAMP: 2; CaV13 ICDI inh: -3; MC4R barr agon: 4.4; aDG glyco up: -0.4; m5-HT2A agonist: 3; PDI turbidity: -2; N-glyco inh: 5; Cardio protect: 10

Results for O=C(N/N=C\C1CC=CCC1)c1ccc(Br)o1 (configuration not stated) ?
ABCB6 inh 2: 94; Vif imaging: 12; MC4R antag cAMP: 6; CaV13 ICDI inh: -6; MC4R barr agon: -0.4; aDG glyco up: -0.3; m5-HT2A agonist: 4; PDI turbidity: 1; N-glyco inh: 4; Cardio protect: -4

Results for CCOC(=O)C(C(=O)c1ccccc1)C1CC(C)NC(=S)N1 (configuration not stated) ?
ABCB6 inh 2: 86; Vif imaging: -5; MC4R antag cAMP: 12; CaV13 ICDI inh: -6; MC4R barr agon: -1.5; aDG glyco up: 0.1; m5-HT2A agonist: 0; PDI turbidity: -6; N-glyco inh: -1; Cardio protect: -7

How did COc1ccc(CC(=O)Nc2c3c(nn2-c2ccccc2C)CS(=O)C3)cc1 (configuration not stated) do in these assays?
ABCB6 inh 2: 59*; Vif imaging: 6; MC4R antag cAMP: 2; CaV13 ICDI inh: -3; MC4R barr agon: 0.1; aDG glyco up: 0.0; m5-HT2A agonist: 0; PDI turbidity: -9; N-glyco inh: 2; Cardio protect: -1

Results for COC(=O)[C@]12CCCCC=C1N(Cc1ccco1)C(=O)[C@H](CC(=O)N1CCOCC1)C2 ?
ABCB6 inh 2: 96; CaV13 ICDI inh: -5; aDG glyco up: -0.2; m5-HT2A agonist: -2

Results for O=C(Nc1ccc2oc(-c3ccc4ccccc4c3)nc2c1)c1ccc2c(c1)OCCO2 ?
ABCB6 inh 2: 88; Vif imaging: -9; MC4R antag cAMP: 18; CaV13 ICDI inh: -5; MC4R barr agon: 8.6*; aDG glyco up: -0.6; m5-HT2A agonist: 1; PDI turbidity: 12; N-glyco inh: 22; Cardio protect: -4

Results for COC(=O)C(CC(=O)c1ccc(Br)cc1)n1nc(C)cc1C (configuration not stated) ?
ABCB6 inh 2: 96; Vif imaging: 7; MC4R antag cAMP: 13; CaV13 ICDI inh: -22; MC4R barr agon: -0.5; aDG glyco up: 0.0; m5-HT2A agonist: 3; PDI turbidity: 6; N-glyco inh: 2; Cardio protect: -4

How did C=CCNC(N)=S do in these assays?
ABCB6 inh 2: 99; Vif imaging: -4; MC4R antag cAMP: 8; MC4R barr agon: -0.9; aDG glyco up: 0.0; m5-HT2A agonist: 3; PDI turbidity: 4; N-glyco inh: 0; Cardio protect: 2

How did Cc1cc(C)c(C#N)c(N2CCCC2)n1 do in these assays?
ABCB6 inh 2: 99; MC4R antag cAMP: 0; CaV13 ICDI inh: -9; MC4R barr agon: 0.5; aDG glyco up: -0.3; m5-HT2A agonist: 1; PDI turbidity: 0; N-glyco inh: 2; Cardio protect: 1

Results for CCOc1ccc(NC(=O)Cn2cc(C(=O)C3CC3)c3ccccc32)cc1 ?
ABCB6 inh 2: 98; Vif imaging: 6; MC4R antag cAMP: 0; CaV13 ICDI inh: -4; MC4R barr agon: -2.8; aDG glyco up: 0.0; m5-HT2A agonist: -4; PDI turbidity: 7; N-glyco inh: -1; Cardio protect: -1

An excerpt taken from the entries so far, for reference:
How did C=CCNC(N)=S do in these assays?
ABCB6 inh 2: 99; Vif imaging: -4; MC4R antag cAMP: 8; MC4R barr agon: -0.9; aDG glyco up: 0.0; m5-HT2A agonist: 3; PDI turbidity: 4; N-glyco inh: 0; Cardio protect: 2

How did Cc1cc(C)c(C#N)c(N2CCCC2)n1 do in these assays?
ABCB6 inh 2: 99; MC4R antag cAMP: 0; CaV13 ICDI inh: -9; MC4R barr agon: 0.5; aDG glyco up: -0.3; m5-HT2A agonist: 1; PDI turbidity: 0; N-glyco inh: 2; Cardio protect: 1

Results for CCOc1ccc(NC(=O)Cn2cc(C(=O)C3CC3)c3ccccc32)cc1 ?
ABCB6 inh 2: 98; Vif imaging: 6; MC4R antag cAMP: 0; CaV13 ICDI inh: -4; MC4R barr agon: -2.8; aDG glyco up: 0.0; m5-HT2A agonist: -4; PDI turbidity: 7; N-glyco inh: -1; Cardio protect: -1
